# Hsp70 displacement – small molecules displacing fluorescent ligand from Hsp70 – biochemical, fluorescence polarization, primary screen (AID 583); Hsp70 fluorescence polarization probe displacement, mP; higher % means a stronger effect; displacement, % at 20 µM; hits with a dose series show IC50 in µM; 140,000 compounds, 0.06% hits; in the data active = displacement above about 50%;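 also: plate controls were vehicle for no effect and reference ligand for full effect; a part of the inactive calls stands beside numbers as strong as those of hits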
# Rat MKP-3 inhibitors – MKP-3 phosphatase inhibitors, primary screen, biochemical, rat enzyme, in vitro (AID 425); recombinant MKP-3 phosphatase activity, fluorescence; higher % means a stronger effect; one-dose inhibition, % at 20 µM; IC50 in µM for titrated hits; 110,000 compounds, 0.17% hits; in the data active = inhibition above about 50%;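 also: plate controls were vehicle for no effect and reference inhibitor for full effect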
# Numbers without * were called inactive; · = not tested or not shown; & = joins results of further samples. Only part of the results is shown; the hit share may differ from the screen's.
Hsp70 displacement	Rat MKP-3 inhibitors	smiles
0.6%	-3%	CCC(=O)Nc1ccc(N2CCN(Cc3ccccc3F)CC2)cc1
-34%	-1%	CCn1c(=O)c(C(=O)Nc2cccnc2)c(O)c2ccccc21
-2.1%	2%	Cc1cc(OCC(=O)Nc2ccc([N+](=O)[O-])cc2)cc(C)c1Cl
3.0%	·	CNc1nc(-c2c[nH]c3ccccc23)cs1
0.3%	·	C=CCn1c(N)cc(=O)nc1SC(C)C(=O)Nc1cccc2ccccc12 (configuration not stated)
-2.4%	1%	O=C(Nc1ccc(Cl)cc1)c1cc2n(n1)C(C(F)(F)F)CC(c1ccccc1)N2 (configuration not stated)
-0.5%	-8%	CC1CCCCN1C(=O)CSc1nc2cc3c(cc2c(=O)n1Cc1ccc2c(c1)OCO2)OCO3 (configuration not stated)
1.6%	0%	O=C(CNc1cccc(Cl)c1)c1ccc(Br)cc1
1.5%	2%	O=C(C1CCC1)N1CCc2cc(S(=O)(=O)NCc3ccco3)ccc21
2.3%	·	O=C(CCc1ccccc1)Nc1cccc(NC(=O)CCc2ccccc2)c1
1.9%	10%	COc1ccc(CCNC(=O)Cn2cnc3c2c(=O)n(C)c(=O)n3C)cc1OC
0.1%	·	CC1CCN(S(=O)(=O)c2ccc(NC(=O)Cc3ccccc3)cc2)CC1
-3.3%	-2%	O=C(Nc1cccnc1)c1cnn2c1NC(c1ccco1)CC2C(F)(F)F (configuration not stated)
2.0%	-4%	COc1ccccc1NC(=O)CN1CCN(CC(=O)Nc2ccc3c(c2)OCCO3)CC1
4.8%	0%	CC1(C)Cc2nc3sc4c(=O)n(CC(=O)NCc5ccco5)cnc4c3cc2CO1
-1.9%	-4%	CCN(c1cccc(C)c1)S(=O)(=O)c1ccc2[nH]c(=O)c(=O)[nH]c2c1
2.9%	5%	O=C1C2C3C=CC(C3=C(c3ccccc3)c3ccccc3)C2C(=O)N1c1cccc(C(F)(F)F)c1 (configuration not stated)
0.4%	·	CCOC(=O)C1CCN(C(=O)CCc2c(C)nc3ncnn3c2C)CC1
-0.4%	2%	CCOC(=O)N1CCN(S(=O)(=O)c2cccc3cccnc23)CC1
4.6%	1%	Cc1ccc(OCC(=O)Nc2ccc(S(=O)(=O)Nc3onc(C)c3C)cc2)c(C)c1
3.0%	-4%	Cc1ccc2c(c1)c1ncn(CCC3=CCCCC3)c(=O)c1n2C
1.7%	5%	CCN1CCCC(OC(=O)Nc2ccccc2)C1 (configuration not stated)
5.5%	2%	O=[N+]([O-])c1cccc2c1NC(c1ccccc1F)C1CC=CC21 (configuration not stated)
0.3%	-9%	Cc1cc(N2CCCC(C(=O)Nc3ccc4c(c3)CCC4)C2)n2ncnc2n1 (configuration not stated)
2.8%	-3%	CC1CCN(C(=O)CSc2nnc(-c3cccnc3)n2C2CCCCC2)CC1
-1.0%	-3%	COc1ccc(-c2c(-c3ccc(Cl)cc3)nn(-c3ccccc3)c2N)cc1OC
-1.3%	-4%	CCCCCC1CCC(C(=O)O)CC1 (configuration not stated)
0.4%	·	CCCNC(=O)Cc1c(O)c2ccccc2[nH]c1=O
0.8%&-1.0%	3%	O=C(CCc1ccccc1)Nc1ccc2c(c1)OCCO2
1.8%	-8%	COc1cc(OC)nc(NC(=O)CSc2nc3ccccc3[nH]2)n1
3.6%	1%	O=C1NC(=S)NC(=O)C1=Cc1ccccc1OCc1ccc([N+](=O)[O-])cc1
-2.4%	-1%	COc1cc(NC(=O)c2ccccc2Br)cc(OC)c1
-0.4%	1%	Nc1ccc2nc(SCC(=O)NCc3ccco3)sc2c1
1.3%	3%	N/C(=N\OC(=O)c1ccccc1Cl)c1ccncc1
1.1%	·	O=C(NC1CCCC1)c1ccc(CSCc2ccccc2F)o1
1.3%	-10%	CCCS(=O)(=O)N1CCCC(C(=O)NCc2cccnc2)C1 (configuration not stated)
-0.7%	0%	COc1ccc(N2C(=O)NC(=O)/C(=C/c3cccc(C(F)(F)F)c3)C2=O)cc1
0.6%	-1%	Cc1ccc(CC(=O)N2CCC(c3nc4c(nnn4Cc4ccccc4)c(=O)[nH]3)CC2)cc1
-0.8%	-7%	CC(C)c1cc(C(N)=O)c(NC(=O)C2CCC2)s1
2.3%	2%	CCOc1ccc(C2/C(=C(\O)c3ccc(OC)c(OC)c3)C(=O)C(=O)N2c2cc(C)on2)cc1OC (configuration not stated)
1.2%	-8%	O=C(c1ccco1)N1CCN(c2ncccn2)CC1
-7.3%	-3%	Cn1cc(CC(=O)NCCCN2CCCC2=O)c2ccccc21
1.6%	-4%	COCCNC(=O)c1ccc2c(c1)nc(C)n2-c1cccc(F)c1
4.8%	·	CCCn1cc(S(=O)(=O)CC(=O)Nc2ccc(OC)cc2OC)c2ccccc21
4.5%	-6%	CCOC(=O)c1c(C)oc2ccc(OCC(=O)C(C)(C)C)cc12
-2.5%	·	COc1cccc(N2CCN(Cc3ccsc3)CC2)c1
-0.4%	·	CN(Cc1ccccc1)C(=O)COc1ccccc1
-3.7%	5%	CCOC(=O)c1c(NC(=O)c2ccc(S(=O)(=O)N3CCOCC3)cc2)sc2c1CCN(C)C2
-2.9%	4%	CCOc1ccc(N(CC(=O)Nc2ccccc2OC)S(C)(=O)=O)cc1
-5.9%	7%	CCCOC(=O)Nc1nc2ccccc2o1

# Other entries follow.
Hsp70 displacement	Rat MKP-3 inhibitors	smiles
2.3%	·	CC(C)C1Oc2ccccc2N(CC(=O)N(Cc2ccncc2)Cc2ccco2)C1=O (configuration not stated)
-0.9%	2%	Cc1ccc(N2C(=O)Cn3c2nc2c3c(=O)n(C)c(=O)n2C)cc1Cl
2.9%	4%	CC1=C(C(=O)OCc2ccccc2)C(c2ccccc2Cl)CC(=O)N1 (configuration not stated)
·	7%	CN1CC2(Cc3c1ccc1ccccc31)C(=O)OC(C)(C)OC2=O
2.8%	-1%	O=C(Nc1cccc2ccccc12)c1cc([N+](=O)[O-])ccc1Cl
3.3%	0%	CCOc1ccc(NS(=O)(=O)c2ccc(OC)c(OC)c2)cc1
1.3%	-1%	O=C(CSC1=NCCS1)N1CCCCCC1
1.1%	-4%	CCOc1ccc(C(=O)Nc2ccc(NC(=O)c3cc4ccccc4o3)c(OC)c2)cc1[N+](=O)[O-]
-5.7%	4%	CCn1c2ccccc2c2cc(CN3CCN(Cc4cccc([N+](=O)[O-])c4)CC3)ccc21
-0.8%	·	CCCCN(CCCC)CCNC(=O)CNC(=O)c1cccs1

# Quoted from above for reference:
Hsp70 displacement	Rat MKP-3 inhibitors	smiles
-0.8%	-7%	CC(C)c1cc(C(N)=O)c(NC(=O)C2CCC2)s1
2.3%	2%	CCOc1ccc(C2/C(=C(\O)c3ccc(OC)c(OC)c3)C(=O)C(=O)N2c2cc(C)on2)cc1OC (configuration not stated)
1.2%	-8%	O=C(c1ccco1)N1CCN(c2ncccn2)CC1
-7.3%	-3%	Cn1cc(CC(=O)NCCCN2CCCC2=O)c2ccccc21
1.6%	-4%	COCCNC(=O)c1ccc2c(c1)nc(C)n2-c1cccc(F)c1
4.8%	·	CCCn1cc(S(=O)(=O)CC(=O)Nc2ccc(OC)cc2OC)c2ccccc21
4.5%	-6%	CCOC(=O)c1c(C)oc2ccc(OCC(=O)C(C)(C)C)cc12
-2.5%	·	COc1cccc(N2CCN(Cc3ccsc3)CC2)c1
-0.4%	·	CN(Cc1ccccc1)C(=O)COc1ccccc1
-3.7%	5%	CCOC(=O)c1c(NC(=O)c2ccc(S(=O)(=O)N3CCOCC3)cc2)sc2c1CCN(C)C2
-2.9%	4%	CCOc1ccc(N(CC(=O)Nc2ccccc2OC)S(C)(=O)=O)cc1
-5.9%	7%	CCCOC(=O)Nc1nc2ccccc2o1
2.3%	·	CC(C)C1Oc2ccccc2N(CC(=O)N(Cc2ccncc2)Cc2ccco2)C1=O (configuration not stated)
-0.9%	2%	Cc1ccc(N2C(=O)Cn3c2nc2c3c(=O)n(C)c(=O)n2C)cc1Cl
2.9%	4%	CC1=C(C(=O)OCc2ccccc2)C(c2ccccc2Cl)CC(=O)N1 (configuration not stated)
·	7%	CN1CC2(Cc3c1ccc1ccccc31)C(=O)OC(C)(C)OC2=O
2.8%	-1%	O=C(Nc1cccc2ccccc12)c1cc([N+](=O)[O-])ccc1Cl
3.3%	0%	CCOc1ccc(NS(=O)(=O)c2ccc(OC)c(OC)c2)cc1
1.3%	-1%	O=C(CSC1=NCCS1)N1CCCCCC1
1.1%	-4%	CCOc1ccc(C(=O)Nc2ccc(NC(=O)c3cc4ccccc4o3)c(OC)c2)cc1[N+](=O)[O-]

# Continuation:
Hsp70 displacement	Rat MKP-3 inhibitors	smiles
-3.4%	1%	O=C(NCC(O)c1ccccc1)C(=O)Nc1ccccc1 (configuration not stated)
22%	-6%	COc1cc(C2C3CN(C)CC=C3C(C#N)=C(N)C2(C#N)C#N)ccc1OC(C)C (configuration not stated)
-4.0%	3%	C/C(=N/N1CCN(c2ccccc2)CC1)c1cccc([N+](=O)[O-])c1
3.3%	-18%	COc1ccc(C)cc1NC(=O)NCCC1=CCCCC1
3.0%	-11%	Cc1cc(C)nc(/N=C2\NC(=O)CC3C(=O)NCCN23)n1 (configuration not stated)
4.1%	-2%	CCC(=O)NC(Nc1cc(Cl)ccc1OC)(C(F)(F)F)C(F)(F)F
1.4%	-7%	CCC1C(=O)N=C(SCC(=O)Nc2cccc3ccccc23)NC1=O (configuration not stated)
-1.2%	-17%	Cc1[nH]c2ccccc2c1-c1nc2ccccc2[nH]1
-2.4%	·	CCCCC(c1nnnn1CCOC)N1CCN(C)CC1 (configuration not stated)
-47%	0%	CCN(CC)c1ccc(/C=C2\SC(N)=NC2=O)c(OCc2ccc(Cl)cc2)c1
4.9%&-1.8%&7.6%	-8%&1%	Cc1ccc(-n2c(O)c(/C=N/n3cnnc3)c3ccccc3c2=O)cc1
-1.5%	0%	O=C(O)CCNc1nc(-c2ccccc2)nc2ccccc12
-4.0%	-5%	O=C(c1cc2c(s1)CCC2)N1C(=O)c2ccccc2S1(=O)=O
0.7%	-2%	O=C(c1ccco1)N1CCN(CC(O)COc2ccc3oc4ccccc4c3c2)CC1 (configuration not stated)
0.7%	·	Cc1ccc(-c2onc3ccc(C4(C)OCCO4)cc23)cc1
-5.2%	2%	O=C(Nc1ccc(Nc2ccccc2)cc1)c1ccc(Cl)cc1Cl
1.1%	·	CS(=O)(=O)N(Cc1ccccc1)c1ccc(C(=O)N2CCN(c3cccc(Cl)c3)CC2)cc1
1.8%	1%	CCOC(=O)C1CCCN(C(=O)c2cncc(Br)c2)C1 (configuration not stated)
-2.0%	2%	Cc1ccc(NC(=O)c2cc(-c3cccs3)nc3ccccc23)cc1
1.2%	·	O=C(c1ccc(Cl)cc1)c1cnc2ccccn12
-0.1%	·	Cc1ccc(C(C(=O)NC2CCCCC2)N2CCC3(CC2)OCCO3)cc1 (configuration not stated)
-0.3%	·	Cc1ccc(C)c(CSc2ncccc2C(=O)O)c1
1.8%	4%	O=C(O)C1CC=C(Cl)CC1C(=O)Nc1cncs1 (configuration not stated)
0.3%	0%	O=S(=O)(O)c1ccc2c(c1)C(S(=O)(=O)O)CC(=N\O)/C2=N/O (configuration not stated)
-4.0%	2%	COc1cc(-c2nc3sc(C)c(C)c3c(=O)[nH]2)ccc1C
-0.1%	-7%	C=CCSc1nnc2c(n1)OC(c1cccnc1)N(C(C)=O)c1ccccc1-2 (configuration not stated)
2.0%	·	O=C(CSc1ncn[nH]1)NCc1ccccc1
-1.1%	7%	O=C(/C=C/c1ccc(-c2ccccc2[N+](=O)[O-])o1)Nc1ccc(O)c(-c2nc3ccccc3o2)c1
6.7%&-3.5%	1%	C/C(CCc1oc2ccc(Cl)cc2c1-c1ccc(C)o1)=N\O
-4.8%	1%	O=C(N(c1ccc(Cl)cc1)C1C=CS(=O)(=O)C1)C(F)(F)F (configuration not stated)
14%	·	COCCCNC(=O)c1ccc(Cn2c(=O)c3ccccc3n(Cc3ccccc3C)c2=O)cc1
-2.8%	-5%	O=C(COC(=O)Cn1cnc2ccccc21)Nc1ccc2c(c1)OCCO2
5.5%	-1%	CCn1c(CNC(=O)c2ccc(OC)c(OC)c2)nnc1SCC(=O)c1ccc(OC)cc1
-1.9%	·	Cc1cc(C)nc(NCC(O)CNc2ccccc2C)n1 (configuration not stated)
-1.3%	-3%	Cc1ccc(S(=O)(=O)N(C)CC(=O)N2CCOCC2)cc1
6.2%	-11%	CC(C)=CC(=O)Nc1ccc(Br)cc1
-1.6%	·	CCN(CC)CC(C)OC(=O)COc1ccc(OC)cc1 (configuration not stated)
8.4%	-7%	CSc1nc(=NC(C)=O)ss1
0.6%	·	CC(C)(C)c1nc(S(=O)(=O)c2ccc(Cl)cc2)c(N2CCOCC2)o1
7.7%	0%	COc1ccc(CN2C(=O)NC3(CCCCCC3)C2=O)cc1F
-3.4%	3%	O=C(Nc1ccc(I)cc1Cl)c1cccc(Cl)c1Cl
2.2%	1%	O=C(Nc1ccc(-c2nnc(-c3ccccc3)o2)cc1)C(c1ccccc1)c1ccccc1
-3.6%	0%	Cc1nc2ccc(S(=O)(=O)NCC(=O)N3CCN(c4ccccn4)CC3)cc2s1
1.9%	2%	CCOC(=O)c1ccc(NC(=O)CCCOc2ccccc2)cc1
5.2%	2%	Cc1cccc(C2CC(c3ccccc3)Nc3nc(N)nn32)c1 (configuration not stated)
0.0%	-3%	C=CCN(C(=O)CNS(=O)(=O)c1ccccc1)C(C(=O)NCCOC)c1ccncc1 (configuration not stated)
10%	-4%	CCc1nc(SCC(=O)NCc2ccco2)c2c(=O)n(C)c(=O)n(C)c2n1
1.7%	-8%	COc1ccc(OC)c(S(=O)(=O)NCc2cn3c(C)csc3n2)c1
·	3%	O=C(C1CCCN(S(=O)(=O)c2cccc3nonc23)C1)N1CCC(Cc2ccccc2)CC1 (configuration not stated)
2.0%	-4%	COCc1cc(=O)n2[nH]c(-c3ccc(Cl)cc3)cc2n1
1.5%	-3%	COc1ccccc1NC(=O)c1ccccc1NS(=O)(=O)N1CCCC1
